# High-throughput results: PubChem BioAssay, Broad Institute
# ARNT-TACC3 inh = disruptors of ARNT/TACC3 protein interaction, primary screen, biochemical, AlphaScreen, single concentration; inhibition, % at 9.99 µM; Transforming acidic coiled-coil-containing protein 3 (Homo sapiens), Q9Y6A5; hit rate 0.66% among 390,000; AlphaScreen His-ARNT PAS-B/GST-TACC3 binding, luminescence; TACC3 fragment carries E629A point mutation;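 active means mean inhibition of replicates at least 50% and at least half of replicates each reaching 50%; inconclusive means half or more replicates reach 50% but mean below 50%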;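 further: 0% = complete ARNT plus TACC3 wells and 100% = ARNT alone without TACC3; many hits fall short of the cut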
# C2C12 statin = suppressors of statin myotoxicity in C2C12 myotubes, primary screen, cell-based, single point, plate reader; C2C12 myotubes + simvastatin, ATP luminescence, 48 h; scaled: DMSO 0, geranylgeraniol control 100; hit rate 0.78% among 330,000; rescue of ATP level, % at 7.49 µM;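 active means mean ATP rescue above about 67%, or every replicate alone reaching that limit, limit read from the data, passing the limit was not always enough; inconclusive means no clear call, values can overlap the other calls; inactive means mean under the limit and some replicate under it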;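 further: myotubes were challenged with 10 µM simvastatin during compound exposure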
# miR-122 sensor = miR-122 Renilla sensor signal increase in Huh7, primary screen, miR-122 inhibitor project, cell-based, single point, plate reader | AID 602342, 2012 | Huh7 miR-122 Renilla luciferase sensor, 48 h; neutral wells = 0, positive control = 100 | hit rate 0.3% among 340,000 | activation (reporter increase), % at 12.5 µM;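 active means mean replicate activation score at least 90 and every replicate individually at or above 90; inconclusive means only one of the two criteria met; inactive means neither criterion met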;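 further: higher luciferase means less miR-122 activity so hits act as miR-122 inhibitors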
# SIRT5 inh = SIRT5 desuccinylase inhibitors, primary screen, biochemical, fluorescence imaging, single point, set 5; Purified SirT5, succinyl-peptide AMC, trypsin-coupled fluorescence; hit rate 1.1% among 330,000; inhibition, % at 15 µM; NAD-dependent protein deacylase sirtuin-5, mitochondrial (Homo sapiens), Q9NXA8; in the data active means inhibition above about 15%; inconclusive means no clear call, values can overlap the other calls
# Target sequence (Q9NXA8 whole entry, looked up): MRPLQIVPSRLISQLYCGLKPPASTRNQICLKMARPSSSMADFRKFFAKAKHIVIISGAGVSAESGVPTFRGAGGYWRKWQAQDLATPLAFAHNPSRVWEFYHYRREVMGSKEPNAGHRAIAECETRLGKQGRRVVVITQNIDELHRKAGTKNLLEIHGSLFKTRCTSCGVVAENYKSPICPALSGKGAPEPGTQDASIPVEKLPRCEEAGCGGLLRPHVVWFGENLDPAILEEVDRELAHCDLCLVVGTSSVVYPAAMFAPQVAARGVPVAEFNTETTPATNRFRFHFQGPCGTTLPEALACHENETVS
# ERp5 inh = inhibitors of ERp5-driven insulin aggregation, primary screen, biochemical, turbidity, absorbance 650 nm, single point; hit rate 0.05% among 350,000; inhibition, % at 9.99 µM; Protein disulfide-isomerase A6 (Homo sapiens), Q15084; 90 min;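 active means mean replicate inhibition above about 25%, with every replicate also reaching it, limit read from the data, passing the limit was not always enough; inconclusive means only one of those two criteria met; inactive means neither criterion met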
# Target sequence (Q15084 whole entry, looked up): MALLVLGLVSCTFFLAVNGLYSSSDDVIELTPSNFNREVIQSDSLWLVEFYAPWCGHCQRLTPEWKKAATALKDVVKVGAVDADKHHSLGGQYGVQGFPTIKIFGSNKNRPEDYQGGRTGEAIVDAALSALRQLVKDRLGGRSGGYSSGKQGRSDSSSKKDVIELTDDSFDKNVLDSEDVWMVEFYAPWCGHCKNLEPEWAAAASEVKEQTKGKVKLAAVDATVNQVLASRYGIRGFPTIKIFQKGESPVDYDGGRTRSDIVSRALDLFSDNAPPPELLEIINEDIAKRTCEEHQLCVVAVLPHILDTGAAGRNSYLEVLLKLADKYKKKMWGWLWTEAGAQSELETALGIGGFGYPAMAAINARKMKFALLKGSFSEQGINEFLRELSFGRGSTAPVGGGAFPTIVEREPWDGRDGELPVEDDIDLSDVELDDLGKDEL
# Cneo AK release = Cryptococcus neoformans cell lysis inducers, primary screen, AK release luminescence, single concentration; C. neoformans lysis, adenylate kinase release luminescence, 4 h; normalised: neutral wells 0, clomiphene wells 100; lysis activity, % at 15 µM; hit rate 0.2% among 360,000; AID 651654, 2012;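 active means mean lysis activity across replicates of at least 80%, whatever share of replicates individually reach that level; inactive means mean lysis activity below 80%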
#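 Assay system: C. neoformans cells. Amount: yeast cell density of 5 × 10^6 cells/mL. Technique: AK luminescence. Buffer or medium: YPD. Times: static 4 h at 37 °C with compound, 1 h detection. Dosing: single-point compound dose. Read-out: lysis from increased AK signal.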
# esBAF inh = Bmi1 luciferase reporter increase in mESCs, primary screen, esBAF inhibitor project, mouse ES cells, Bmi1 luciferase knock-in, single point | 24 h; 100% = twice the neutral-well signal | AID 602393, 2012 | reporter increase, % at 12.5 µM | hit rate 2% among 350,000; in the data active means activation above about 40%; inconclusive means no clear call, values can overlap the other calls;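 further: 0% = median of the plate's neutral control wells and 100% = double that signal; a rise in the Bmi1 reporter signal indicates esBAF inhibition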
# The depositor's hits bear a star; u = inconclusive; x = no result given; & = joins results of further samples; [ ] = remark or other dose.
# Value order: ARNT-TACC3 inh	C2C12 statin	miR-122 sensor	SIRT5 inh	ERp5 inh	Cneo AK release	esBAF inh
Cc1ccccc1NC(=O)c1cccc(NC(=O)c2c(C(=O)O)cccc2[N+](=O)[O-])c1
 : -6	x	x	0	-1	x	x
O=C(Cc1ccc(Cl)c(Cl)c1)NNC(=S)NCC1CCCO1 (configuration not stated)
 : -3	x	-1	-4	-2	-1	x
CC1CCN(C(=O)COC(=O)c2ccc3c(c2)OCO3)CC1
 : 0	9	0	1	3	6	48*
CC1CC(=O)N(CC(=O)NCc2ccccc2)c2ccccc2S1(=O)=O (configuration not stated)
 : 10	-5	x	-2	-1	0	-1
Cc1[nH]c2ccccc2c1SCC(=O)N1CCN(c2ccccc2)CC1
 : x	8	5	-3	-4	0	0
CCOC(=O)c1sc(Nc2nc(C)cc(OC)n2)nc1C
 : -1	-20	16	-8	-1	-1	-8
O=C(O)[C@H](Cc1ccccc1)NC(=O)N1CCN(c2ccccc2)CC1
 : -2	18	-8	-3	3	3	-5
C[C@@H]1CN([C@H](C)CO)C(=O)c2cc(NS(=O)(=O)c3cn(C)cn3)ccc2O[C@H]1CN(C)C
 : 7	7	-2[16.7 µM]	0	-1	0	-6
Cn1cc(S(=O)(=O)N2CCC(Cc3ccccc3)CC2)c(=O)n(C)c1=O
 : 0	1	-9	-4	0	-2	-7
O=C(C[C@@H]1C[C@H]2c3cc(NC(=O)NC4CCCC4)ccc3O[C@H]2[C@H](CO)O1)NCc1ccc2c(c1)OCO2
 : 4	6	4[16.7 µM]	1	-3	-5	6
CCN(C(=O)CSc1nc2cc(S(=O)(=O)N(CC)CC)ccc2n1CC)C1CCS(=O)(=O)C1 (configuration not stated)
 : 5	x	2	-3	-2	x	x
COc1ccc(-c2ccc3c(c2)O[C@@H](CN(C)CC2CCOCC2)[C@@H](C)CN([C@@H](C)CO)S3(=O)=O)cc1
 : -3	1	-1[16.7 µM]	-5	-7	2	-5
C[C@@H]1CCCCO[C@H](CN(C)C(=O)C2CCCCC2)[C@H](C)CN([C@@H](C)CO)C(=O)c2cc(NC(=O)Nc3ccccc3)ccc2O1
 : -9	x	-6[16.7 µM]	7	5	-1	6
CC(=O)N1[C@H](CO)[C@@H](c2ccccc2)[C@H]1CN(C)C(=O)CN1CCOCC1
 : -8	-10	-25[16.7 µM]	x	x	-1	2
Cc1ccc(CS(=O)(=O)c2ncc(Cl)c(C(=O)Nc3ccc(OC(F)F)cc3)n2)cc1
 : -1	54	11	-4	-3	-1	-13
Oc1cc(Nc2ccncc2)cc2cccnc12
 : 73*	32	x	x	-4	-1	20
C[C@H](CO)N1C[C@H](C)[C@H](CN(C)S(=O)(=O)c2ccccc2)Oc2ncc(-c3cc4ccccc4o3)cc2C1=O
 : -4	33	7[16.7 µM]	-1	-1	-6	14
CCN(CC)c1ccc2cc(C=O)c(=O)oc2c1
 : -10	2	4	x	x	0	-3
O=C(c1cccs1)N1CCCC(c2ccccc2)C1 (configuration not stated)
 : x	3	0	x	x	-1	0
C[C@@H]1CN([C@H](C)CO)C(=O)Cc2cc(NC(=O)C3CC3)ccc2O[C@@H]1CN(C)S(=O)(=O)c1ccc(F)cc1
 : -3	1	3[16.7 µM]	-5	-2	-6	1
COc1ccc(NC(=O)Nc2ccc(Br)cn2)cc1OC
 : -6	14	3	7	0	3	17
CNC(=S)N/N=C1\C(=O)c2cccc3cccc1c23
 : -1	26	3	x	x	0	28
COCCN(C[C@H]1N[C@H](CO)[C@@H]1c1ccc(-c2cccc(F)c2)cc1)C(C)=O
 : -6	-14	-24[16.7 µM]	-4	-3	1	1
C[C@@H]1CN([C@H](C)CO)C(=O)c2cccc(NC(=O)c3cnccn3)c2O[C@@H]1CN(C)CC1CCCCC1
 : 0	-15	7[16.7 µM]	3	7	5	-8
Cc1cccc(C(C)C)c1NC(=O)CSc1nncn1C
 : -16	20	-4	-3	u	-1	3
C=CCSc1nc(Cc2ccc(Cl)cc2)nc2ccccc12
 : -15	-17	-8	x	x	-2	0
c1ccc(CCNc2ccc3c(c2)Cc2ccccc2-3)nc1
 : -12	0	x	x	2	0	82*
O=C(c1ccc2c(c1)OCO2)N1CCc2ccccc21
 : -4	1	-9	-3	-3	x	21
COc1ccccc1C#Cc1ccc([C@H]2[C@H](CO)N3CCCCN(C(=O)C4CCCC4)C[C@@H]23)cc1
 : 8	x	1[16.7 µM]	17*	-5	3	x
COc1ccc(/C=C(\C#N)C(=O)OC2CCOC2=O)cc1 (configuration not stated)
 : -5	x	x	-6	9	1	x

# Structures from the list above containing fluorine, in the order listed:
# Value order: ARNT-TACC3 inh	C2C12 statin	miR-122 sensor	SIRT5 inh	ERp5 inh	Cneo AK release	esBAF inh
Cc1ccc(CS(=O)(=O)c2ncc(Cl)c(C(=O)Nc3ccc(OC(F)F)cc3)n2)cc1
 : -1	54	11	-4	-3	-1	-13
C[C@@H]1CN([C@H](C)CO)C(=O)Cc2cc(NC(=O)C3CC3)ccc2O[C@@H]1CN(C)S(=O)(=O)c1ccc(F)cc1
 : -3	1	3[16.7 µM]	-5	-2	-6	1
COCCN(C[C@H]1N[C@H](CO)[C@@H]1c1ccc(-c2cccc(F)c2)cc1)C(C)=O
 : -6	-14	-24[16.7 µM]	-4	-3	1	1

# (listing goes on)
SMILES	ARNT-TACC3 inh	C2C12 statin	miR-122 sensor	SIRT5 inh	ERp5 inh	Cneo AK release	esBAF inh
CCCS(=O)(=O)c1nc(S(=O)(=O)c2ccc(Cl)cc2)c(N2CCC(O)CC2)s1	-12	x	x	0	-7	x	x
COc1ccc(S(=O)(=O)Nc2ccc3c(c2)C(=O)N([C@H](C)CO)C[C@H](C)[C@H](CN(C)C(=O)Nc2cccc4ccccc24)O3)cc1	-1	19	-19[16.7 µM]	4	1	-4	-1
Cc1cccc(-c2nnc3sc(-c4ccccc4C)nn23)c1	10	-20	-3	x	x	4	3
O=C(CN1C(=O)/C(=C\c2ccccc2Cl)Sc2ccccc21)NCCCN1CCOCC1	x	-1	-8	-3	1	0	6
c1ccc(CNCCCNCCCCNCCCNCc2ccccc2)cc1	9	1	9	-3	7	x	-5
C[C@H]1CN([C@@H](C)CO)C(=O)Cc2cc(NS(=O)(=O)c3ccc(F)cc3)ccc2O[C@H]1CN(C)Cc1ccncc1	-7	14	-2[16.7 µM]	1	2	7	0
CCCCCn1c(SC(C)C(C)=O)nc2c1c(=O)[nH]c(=O)n2C (configuration not stated)	-4	11	-11	5	3	-2	-6
CN(C)/N=C/c1cc(Cl)cc([N+](=O)[O-])c1O	-1	-3	25	-3	-6	7	3
Cc1cccc(-n2ccnc2SCC(=O)c2c(N)n(C3CC3)c(=O)[nH]c2=O)c1C	-6	-2	0	3	0	-1	-4
CC(=O)N1CCN(C(=O)CCNC(=O)c2ccc(Br)cc2)CC1	-11	-1	-11	1	-1	0	5
O=C1CC(c2ccccc2)NC(=S)N1 (configuration not stated)	x	-1	1	-2	3	0	-4
COc1cccc(Nc2nc(N)c([N+](=O)[O-])c(NCc3ccccc3)n2)c1	2	x	3	0	-4	-6	x
CO[C@H]1CN(C)C(=O)c2cc(NS(C)(=O)=O)ccc2OC[C@@H](C)N(Cc2cccnc2)C[C@H]1C	x	-4	6[16.7 µM]	x	x	x	-4
O=C(C[C@H]1C=C[C@@H](NC(=O)Nc2ccccc2F)[C@H](CO)O1)NCc1ccc(F)cc1	-6	-1	x	0	-3	-1	-4
CCOC(=O)c1ccc(NC(=O)CSc2nnc(-c3cccs3)n2C)cc1	11	4	-1	x	x	0	13
Cn1nc(C(C)(C)C)cc1N1C(=O)CCC1(C)C(=O)NC1CCCCC1 (configuration not stated)	x	-7	-3	-4	1	-1	-5
CCOC(=O)C1CCN(C(=O)c2c(C)oc3c2C(=O)c2ccccc2C3=O)CC1	-4	6	5	x	-4	0	-22
CCOc1ncccc1C(=O)OCC(=O)Nc1c(C)cc(C)cc1C	37	-11	2	x	x	0	1
COc1ccc(Nc2nc3ccccc3c(=O)[nH]2)cc1	-8	x	4	-5	3	8	x
CC(CN1CCCCC1)OC(=O)COc1ccc(Br)cc1 (configuration not stated)	1	-12	1	3	1	0	6
O=[N+]([O-])c1cccnc1NCCc1c[nH]c2ccccc12	-6	35	5	-8	6	-1	u
CCOc1ccc(CCNC(=O)CSc2cc(=O)n(C)c3ccccc23)cc1OCC	-17	-2	14	x	x	-1	5
C[C@H](CO)N1C[C@H](C)[C@@H](CN(C)C(=O)Nc2cccc3ccccc23)OCc2cnnn2CCCC1=O	-3	11&13	-4&1[16.7 µM]	-6	-2	-5	-4&-2
CCOC(=O)/C=C1/SCC(=O)N1CC(=O)NC12CC3CC(CC(C3)C1)C2	7	-6	-2	-4	6	-1	x
FC(F)(F)c1ccccc1NC(=S)N1CCCCCC1	-2	x	-1	1	4	0	x
CN1CCN(C(=O)C[C@H]2CC[C@H]3[C@@H](COC[C@@H](O)CN3C(=O)Nc3ccc(Cl)cc3)O2)CC1	9	-16	4[16.7 µM]	-5	2	-1	33
N/C(=N\O)c1ccc(N2CCN(c3ncccc3C(F)(F)F)CC2)nc1	6	x	x	-2	2	x	x
COc1ccc(C(=O)OCCNC(=O)c2c(Cl)nc3ccccn23)cc1	-6	x	-1	x	x	3	-4
O=C(O)C[C@H]1C[C@@H]2c3cc(NS(=O)(=O)c4ccccc4)ccc3O[C@@H]2[C@H](CO)O1	-2	0	-3[16.7 µM]	-1	-1	-1	-5
CCn1c(=O)c(-c2cc(=O)[nH][nH]2)c(O)c2ccccc21	x	10	-1	12	12	0	1
CCc1ccc(NC(=O)COC(=O)CCCC2=NS(=O)(=O)c3ccccc3N2)cc1	-5	-10	-6	-7	0	-2	-1
CN1C(=O)C(C(=O)NC(C)(C)C)C2c3ccccc3OC13CCCCC23 (configuration not stated)	-2	-6	6	x	x	-1	-3
NC(=O)c1ccc(-c2noc(-c3ccccc3F)n2)cc1	3	-3	-2	x	3	-2	5
CC(=O)c1cc(Cl)ccc1OCc1cccc(S(=O)(=O)N2CCOCC2)c1	3	x	x	3	8	x	x

# Record cards, as listed above. Order of values: ARNT-TACC3 inh	C2C12 statin	miR-122 sensor	SIRT5 inh	ERp5 inh	Cneo AK release	esBAF inh
# Listed for CCc1ccc(NC(=O)COC(=O)CCCC2=NS(=O)(=O)c3ccccc3N2)cc1 = -5	-10	-6	-7	0	-2	-1
# Listed for CC(=O)c1cc(Cl)ccc1OCc1cccc(S(=O)(=O)N2CCOCC2)c1 = 3	x	x	3	8	x	x
# Listed for CN1C(=O)C(C(=O)NC(C)(C)C)C2c3ccccc3OC13CCCCC23 (configuration not stated) = -2	-6	6	x	x	-1	-3
